# APP transl inh: inhibitors of APP translation via 5'UTR reporter, primary screen, APP 5'UTR luciferase, SH-SY5Y cells | 190,000 compounds, 0.82% hits | inhibition, % at 2 µM | SH-SY5Y APP 5'UTR-luciferase reporter, luminescence | AID 1285, 2008;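 active means inhibition above a set limit, derived from the sample mean plus 3 SD, cut at about 45% in these data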; further: values of inactives mirror those of a sister screen read the other way
# G6PDH CS: L. mesenteroides G6PDH inhibitors, counter-screen for G6PDH-coupled screening assays, biochemical, Leuconostoc mesenteroides enzyme; glucose-6-phosphate dehydrogenase [Leuconostoc mesenteroides]; Purified L. mesenteroides G6PDH, diaphorase/resazurin coupled fluorescence, 45 min; inhibition, % at 5 µM; 200,000 compounds, 0.12% hits; in the data active means inhibition above about 50%
# FLuc stim CS: FLuc activators, initial screening, artefact control for FLuc-dependent activation tests, biochemical, ATPlite luminescence; 200,000 tested, under 10 active; Luciferin 4-monooxygenase (Photinus pyralis), P08659; AID 1027, 2008; ATPlite luciferase biochemical, 10 min; 0 = ATP-free wells, 1 = DMSO control; activation factor at 10 µM;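 active means luciferase activation factor, scaled between plate controls, of at least 2 with compound at 10 µM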
# Target sequence (P08659 whole entry, looked up): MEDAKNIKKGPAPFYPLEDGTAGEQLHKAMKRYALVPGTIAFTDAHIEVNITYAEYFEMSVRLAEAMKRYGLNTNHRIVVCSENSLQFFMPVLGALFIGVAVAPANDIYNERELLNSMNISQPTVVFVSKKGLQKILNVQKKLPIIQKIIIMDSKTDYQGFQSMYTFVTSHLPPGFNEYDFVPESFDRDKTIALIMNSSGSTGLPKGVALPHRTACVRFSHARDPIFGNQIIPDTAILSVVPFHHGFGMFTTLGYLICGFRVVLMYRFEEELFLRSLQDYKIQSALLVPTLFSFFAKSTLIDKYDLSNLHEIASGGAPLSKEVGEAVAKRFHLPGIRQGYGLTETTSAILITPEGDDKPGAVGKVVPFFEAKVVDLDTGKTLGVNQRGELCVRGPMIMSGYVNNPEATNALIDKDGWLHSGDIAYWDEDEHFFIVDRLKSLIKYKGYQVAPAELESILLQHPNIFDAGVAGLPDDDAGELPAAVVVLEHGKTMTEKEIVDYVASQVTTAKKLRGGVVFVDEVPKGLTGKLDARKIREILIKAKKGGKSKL
#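 System: cell-free luciferase reagent; medium: PBS as buffer for the ATP substrate; doses: test compounds dosed from 2 mM stocks in 100% DMSO; incubation: 10 min, room temperature; measured by: luminescence from luciferase reaction; read-out: luciferase activation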
# FLuc inhib CS: firefly luciferase enzyme inhibitors, primary screen, artefact control for luciferase-based inhibitor screens, biochemical, luminescence, ATPLite; 10 min; inhibition, % at 10 µM; 200,000 compounds, 1.5% hits;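 active means inhibition above about 50% when tested at 10 µM, limit read from the data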
# STAT1 act: STAT1 signaling activators, primary screen, cell-based, HTS, luciferase reporter; activation (% of control), % at 5.5 µM; 200,000 compounds, 2.6% hits; NIH 3T3 STAT1-luciferase reporter, IFN-gamma, luminescence; 100% = IFN-gamma alone, no compound; AID 932, 2007;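 active means activation above the screen-wide mean activation plus 3 SD, cut at about 130% in these data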;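 further: raw ratio to IFN-gamma control signal so 100% means no change and 0% no light; values of inactives mirror those of a sister screen read the other way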
# DTT redox prof: compounds producing H2O2 with reducing agent – biochemical, NIH compound library profiling, artefact control for MLSCN library redox annotation, primary screen; activation, % at 10 µM; DTT-dependent redox cycling H2O2, phenol red/HRP absorbance; 100% = 100 µM peroxide control, 0% = buffer; 200,000 compounds, 0.03% hits; AID 878, 2007;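 active means activation of at least 50% relative to the plate's high and low controls in the primary single-dose screen; inactive means activation below 50%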;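 further: compound incubated with DTT at 0.8 mM final as the reducing agent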
# NF-kB expr up: activators of NF-kB expression in neurons, primary screen, cell-based, HTS | human neuronal cells, NF-kB reporter expression; stronger effect = higher value | AID 1239, 2008 | 190,000 compounds, 1.6% hits | fold change at 12.5 µM; in the data active means fold change above about 3.3
# APP 5'UTR act: activators of APP 5'UTR luciferase reporter, primary screen, SH-SY5Y cells; SH-SY5Y APP 5'UTR luciferase reporter, luminescence; zero percent = DMSO vehicle wells; activation, % at 2 µM; 190,000 compounds, 1% hits; AID 1276, 2008;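 active means activation above a set limit, based on mean plus 3 SD of controls, cut at about 140% in these data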; further: values of inactives mirror those of a sister screen read the other way
# Hsp70 act: Hsp70 transcriptional activators, primary screen, cell-based, HeLa, Hsp70 promoter luciferase, luminescence, 10 µM; HeLa Hsp70 promoter luciferase reporter; scaled: vehicle 0, proteasome-inhibitor control 100%; activation, % at 10 µM; 200,000 compounds, 0.04% hits;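 active means activation above the mean across all tested compounds plus 3 SD, cutoff set per campaign, cut at about 5.5% in these data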;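 further: 100% = MG132 at 30 µM as the positive control and 0% = DMSO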
# HMGR II inh: inhibitors of E. faecalis class II HMGR, primary screen, biochemical, Enterococcus faecalis; inhibition, % at 10 µM; 190,000 compounds, 0.41% hits; purified E. faecalis HMGR, NADPH absorbance 340 nm kinetic;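 active means inhibition above a set limit, the median over all tested compounds plus 3 SD, cut at about 9.5% in these data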;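 further: enzyme runs in reverse so mevalonate oxidation gives rising NADPH absorbance; 0% = complete reaction with DMSO and 100% = background rate lacking mevalonate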
# * = called active by the depositor; . = not tested or not shown.
compound	APP transl inh	G6PDH CS	FLuc stim CS	FLuc inhib CS	STAT1 act	DTT redox prof	NF-kB expr up	APP 5'UTR act	Hsp70 act	HMGR II inh
c1ccc2c(c1)oc1c(NCCN3CCOCC3)ncnc12	6	10	1.1	-8	98	2.3	0.72	-6	-0.7	3
Nc1nnc(SCC(=O)OCC(=O)c2ccccc2Br)s1	1	1	1	-3	96	-0.5	1.1	-1	-0.3	-8
CCN(CC)C(=O)c1cc(Cl)ccn1	4	-2	1	-5	108	-0.1	0.93	-4	0.8	-3
Cc1cccc(-n2nc3c(c2NC(=O)c2ccc(S(=O)(=O)N4CCOCC4)cc2)CSC3)c1C	13	-2	1	-3	97	0.2	1	-13	-0.2	-7
CCOc1cc(S(=O)(=O)NC2CCCCC2)ccc1F	3	-4	1	-4	98	0.2	0.93	-3	-0.4	-4
CC(=O)c1c(O)cc(C)n(Cc2ccccc2)c1=O	3	.	.	.	100	0.4	.	-3	-0.1	.
CCCn1cc(NC(=O)C2CC(c3cccc(Br)c3)=NO2)cn1 (stereo unspecified)	-8	2	1.1	-5	98	3.9	1	8	-0.7	2
CCc1nnc(NS(=O)(=O)c2ccc(NC(=S)NC(=O)c3ccc(OC)cc3)cc2)s1	-1	-5	1	-2	99	-0.2	1.1	1	-0.1	-4
CC1CCCC(C)N1/N=C/c1cc(Br)cc(Br)c1O (stereo unspecified)	5	-4	1	-2	93	0.6	1.2	-5	-0.4	0
N/C(=N\OC(=O)COc1ccc2ccccc2c1)c1ccncc1	5	12	1	-5	101	-0.1	0.87	-5	-0.2	1
C=CCOc1ccc(/C(O)=C2/C(=O)C(=O)N(CCCn3ccnc3)C2c2cccs2)cc1 (stereo unspecified)	-41	3	1	2	126	-3.3	2	41	0.3	-5
O=C(N(c1ccccn1)c1ccccn1)C12CC3CC(CC(Cl)(C3)C1)C2	0	4	1	-5	100	-0.9	0.99	0	-0.4	-2
COC(=O)c1cnc2c(c1C(=O)OC)c(=O)n(C)c(=O)n2C	2	4	1.1	-6	96	-0.9	1.7	-2	-0.3	-8
CCC(C)Sc1nc2c(c(=O)[nH]c(=O)n2C)n1C (stereo unspecified)	20	5	1.1	-12	100	1.4	1.1	-20	0.3	-3
Cc1cc(NS(=O)(=O)c2ccc(NC(=O)c3cnc4scc(C)n4c3=O)cc2)nc(C)n1	-10	19	1.1	-6	103	0.0	1.1	10	0.1	-9
Cc1cccn2c(=O)c(C=NCCO)c(NCc3ccco3)nc12	-6	1	1.1	-8	100	-1.6	1	6	-0.2	-3
COC(=O)Cn1cnc2c1c(=O)n(C)c(=O)n2C	0	9	1	-4	94	-0.5	1.1	1	-0.2	-5
CCS(=O)(=O)Nc1ccc(-c2nnc(SCC(=O)c3cccc(OC)c3)o2)cc1	8	-3	1.1	-6	98	-0.3	1.1	-8	0.0	-2
CC(C(=O)Nc1ccccc1-c1ccccc1)N(C)Cc1nc2ccccc2c(=O)[nH]1 (stereo unspecified)	-4	6	1.1	-8	98	-1.1	1.1	3	-0.1	-2
CC(C)(C)c1ccc(NC(=O)CC2(C(F)(F)F)OCCO2)cc1	-40	2	1	2	121	0.6	2.5	40	-0.1	-2
Cc1nn(C)c(C)c1S(=O)(=O)N1CCCC(C(=O)NCCc2ccc(Cl)cc2)C1 (stereo unspecified)	15	30	1	-2	100	-2.3	0.83	-15	-0.2	-2
Cc1cnc(Nc2nc3ccccc3o2)nc1C(=O)Nc1cccc(C(F)(F)F)c1	5	3	1.1	-8	102	1.7	1.2	-5	-0.2	-3
O=C(CSc1nccn1-c1ccccc1)NO	2	6	1	-1	96	-1.5	1.1	-2	0.0	-9
COCCn1c(SCc2nc3cc(OC)c(OC)cc3c(=O)[nH]2)nnc1-c1ccncc1	-15	-2	1.1	-11	106	-7.6	1	15	0.3	-1
Cc1n[nH]c(=O)nc1NCC1CCCO1 (stereo unspecified)	-5	-8	1	-4	103	2.5	0.99	5	-0.5	-2
CC(=O)OCC(=O)c1ccc2ccn(C(C)=O)c2c1	3	6	0.7	34	105	1.9	1.6	-3	-0.3	-2
Cc1ccc(N2C(=O)N(CC(=O)NCc3ccc(Cl)cc3)C(=O)C2C)cc1 (stereo unspecified)	-5	-2	1	-3	95	-3.2	0.87	5	0.1	-4
CN(CCC1CCCCO1)C(=O)CCc1nnc(C2CCCCC2)o1 (stereo unspecified)	-16	5	1	-4	117	0.1	1.6	16	-0.1	-8
Cc1c(Nc2c3c(c(C#N)c4nc5ccccc5n24)CCC3)c(=O)n(-c2ccccc2)n1C	-6	1	1.1	-7	92	-0.5	0.93	6	-0.3	-4
Cc1ccc(C(=O)C(C)OC(=O)c2ccccc2[N+](=O)[O-])cc1 (stereo unspecified)	-173	-1	0.3	65*	181*	-0.4	9.6*	173*	0.1	3
NC(=O)COC(=O)c1cc(Cl)cc(Cl)c1N	-4	-5	1	-4	99	-0.5	0.85	5	-0.1	0
CCc1cccc(CC)c1NC(=S)N1CCn2cccc2C1c1cccnc1 (stereo unspecified)	-4	10	1	-2	86	0.7	0.86	4	0.2	-6
O=C(CN1CCN(c2ccccc2)CC1)Nc1ccc(-n2cnnn2)cc1	-1	-6	1	-2	99	1.2	1	1	0.1	-6
CCn1c(SCC(=O)N2CCc3ccccc3C2)nc2c1c(=O)n(C)c(=O)n2C	4	4	1.1	-8	101	-0.5	1.1	-4	-0.3	-6
COc1ccc(C(=O)N2CCN(c3ccccc3OC)CC2)cc1	14	4	1	-5	108	-0.4	1.1	-14	0.1	-5
Cc1nc2ccccc2c2c1C(=O)N(C)C2=O	-6	1	1	-2	100	3.5	1	6	-0.1	-3
COc1cc(S(=O)(=O)N2CCCCC2)ccc1NC(=O)Cc1ccccc1	10	0	1	-5	106	0.0	1.1	-10	-0.2	-2
O=C(NCc1ccc(F)cc1)c1cnc(-c2ccccn2)nc1C(F)(F)F	-3	1	1.1	-5	99	0.1	1.1	3	-0.3	-2
N=c1sccn1CC(=O)Nc1ccc2c(c1)CCC2	-1	4	1.1	-7	102	-0.2	1.2	1	0.0	-2
CC(=O)NC1=NN(C(C)=O)C(c2ccccc2)S1 (stereo unspecified)	-15	3	1.1	-5	109	0.3	1.1	15	0.1	-4
CCc1ccc(CNC(=O)CCc2nnc(CCc3ccc(OC)cc3)o2)nc1	-12	15	1	-1	101	-0.2	0.95	12	-0.5	-5
CC(NC(=O)CCn1c(=S)[nH]c2ccsc2c1=O)c1ccccc1 (stereo unspecified)	15	1	1	-2	102	0.0	0.95	-15	-0.2	-3
CN(C(=O)CCCN1C(=O)c2cccc3cccc(c23)C1=O)c1ccccc1	-22	-4	1	-1	98	-0.3	1.1	22	0.0	-1
O=C(CSCc1c(Cl)cccc1Cl)NCc1ccccn1	-19	8	1	-5	102	-0.1	1.2	19	-0.2	-3
Clc1ccc2c(N/N=C/c3ccc(Br)cc3)ccnc2c1	1	-2	1	-5	102	0.1	1	-1	-0.1	-6
COC(=O)C1(C(F)(F)F)N=C(N(C)C)OC(N(C)C)=N1	3	3	1.1	-6	101	0.4	1.1	-3	-0.2	-2
CCN(C(=O)COC(=O)c1c(-c2ccccc2)noc1C)C1CCS(=O)(=O)C1 (stereo unspecified)	2	16	1	1	93	-0.9	1.4	-2	-0.2	0
O=C(NC1CCC(O)CC1)c1ccc(S(=O)(=O)NCc2ccco2)cc1 (stereo unspecified)	-1	2	1	-1	93	0.1	0.96	1	-0.2	-6
Cc1cc(C[n+]2ccccc2)c2nsnc2c1	10	1	1	-4	106	0.3	1.1	-10	-0.3	-10
Cc1cccc(N(CC(N)=O)C2SC(=O)NC2=O)c1 (stereo unspecified)	1	12	1	-4	100	0.9	1.6	-1	-0.4	-6

# Sorted by molar mass (largest number first): some entries from above
compound	APP transl inh	G6PDH CS	FLuc stim CS	FLuc inhib CS	STAT1 act	DTT redox prof	NF-kB expr up	APP 5'UTR act	Hsp70 act	HMGR II inh
COCCn1c(SCc2nc3cc(OC)c(OC)cc3c(=O)[nH]2)nnc1-c1ccncc1	-15	-2	1.1	-11	106	-7.6	1	15	0.3	-1
CCc1cccc(CC)c1NC(=S)N1CCn2cccc2C1c1cccnc1 (stereo unspecified)	-4	10	1	-2	86	0.7	0.86	4	0.2	-6
Nc1nnc(SCC(=O)OCC(=O)c2ccccc2Br)s1	1	1	1	-3	96	-0.5	1.1	-1	-0.3	-8
Clc1ccc2c(N/N=C/c3ccc(Br)cc3)ccnc2c1	1	-2	1	-5	102	0.1	1	-1	-0.1	-6
CN(CCC1CCCCO1)C(=O)CCc1nnc(C2CCCCC2)o1 (stereo unspecified)	-16	5	1	-4	117	0.1	1.6	16	-0.1	-8
O=C(CSCc1c(Cl)cccc1Cl)NCc1ccccn1	-19	8	1	-5	102	-0.1	1.2	19	-0.2	-3
CCC(C)Sc1nc2c(c(=O)[nH]c(=O)n2C)n1C (stereo unspecified)	20	5	1.1	-12	100	1.4	1.1	-20	0.3	-3
NC(=O)COC(=O)c1cc(Cl)cc(Cl)c1N	-4	-5	1	-4	99	-0.5	0.85	5	-0.1	0
CC(=O)c1c(O)cc(C)n(Cc2ccccc2)c1=O	3	.	.	.	100	0.4	.	-3	-0.1	.
COC(=O)Cn1cnc2c1c(=O)n(C)c(=O)n2C	0	9	1	-4	94	-0.5	1.1	1	-0.2	-5
CCN(CC)C(=O)c1cc(Cl)ccn1	4	-2	1	-5	108	-0.1	0.93	-4	0.8	-3

# More entries.
compound	APP transl inh	G6PDH CS	FLuc stim CS	FLuc inhib CS	STAT1 act	DTT redox prof	NF-kB expr up	APP 5'UTR act	Hsp70 act	HMGR II inh
O=C(Nc1ccc(S(=O)(=O)N2CCCC2)cc1)C1COc2ccccc2O1 (stereo unspecified)	16	0	1	-1	107	-0.9	0.88	-16	-0.3	-7
CC(=O)c1c(C)nc(-c2ccc(OCC(=O)Nc3ccccc3)cc2)n1O	-12	2	1	-2	105	-0.1	1.2	12	0.1	-4
Cc1ccc(NC(=O)COC(=O)C(CC(C)C)N2C(=O)C3CC=CCC3C2=O)c(C)c1 (stereo unspecified)	4	18	1.1	-7	101	0.5	1.1	-4	-0.4	-4
CC(=O)NC(=O)NC1CSCC1OC(C)=O (stereo unspecified)	13	-10	1.1	-8	103	2.3	1.1	-13	-0.3	-1

# Screening data from PubChem.
